# Screens deposited in PubChem BioAssay by several laboratories.
# PfHsp40 rescue = rescue of PfHsp40-mediated yeast toxicity. S. cerevisiae expressing PfHsp40, growth rescue, ATP luminescence. growth rescue, % at 12.5 µM. 340,000 compounds, 0.68% hits; in the data active = growth rescue above about 28%, passing the limit was not always enough; inconclusive = no clear call, values can overlap the other calls;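 also: yeast W303a lacking pdr1 and pdr3 grown in galactose medium; growth measured after three days at 30 °C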
# BoNT-A LC inh2 = inhibitors of Botulinum neurotoxin A light chain protease; multiplex microsphere protease substrate cleavage, flow cytometry; inhibition, % at 10 µM; 360,000 compounds, 0.17% hits; also: plate controls were buffer without enzyme for full effect and enzyme alone for no effect
# SARS 3CLpro inh = SARS-CoV 3CLpro protease inhibition | P0C6X7 | recombinant SARS-CoV 3CLpro, quenched FRET peptide cleavage | inhibition, % at 6 µM | 290,000 compounds, 0.14% hits | AID 1706; in the data active = inhibition above about 12%
# TcdB GH inh = TcdB glycohydrolase inhibition; inhibition, % at 9.99 µM; 350,000 compounds, 0.24% hits; TcdB glycohydrolase enzymatic assay, plate reader; AID 652162; in the data active = inhibition above about 10%
# PrPC surface inh = reduces human prion protein on the cell surface; inhibition, % at 13.8 µM; AID 720596; P04156; cell surface PrPC, TR-FRET read-out; 370,000 compounds, 0.43% hits; in the data active = inhibition above about 24%; also: 0% = median of the test wells and 100% = reference compound wells
# Yp Topo-I inh = inhibitors of Yersinia pestis topoisomerase I. Y. pestis Topo-I cleavage product accumulation, plate reader. 360,000 compounds, 0.064% hits. activity, % at 10 µM; in the data active = activity above about 50%, passing the limit was not always enough; inconclusive = no clear call, values can overlap the other calls; also: inactives centre near 2
# PriA SSB inh = K. pneumoniae PriA-SSBct interaction inhibition. AlphaScreen SSBct-PriA binding, biotinylated peptide. inhibition, % at 33 µM. 430,000 compounds, 0.6% hits. AID 1272365; in the data active = inhibition mostly above about 37%, no sharp cut-off; inactive = mostly below about 20%;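 also: plate controls were negative control peptide for no effect and reference peptide for full effect; strong numbers were not always called active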
# Vc quorum ag = inducers of Vibrio cholerae quorum light production without autoinducers. V. cholerae BH1578 lux reporter, luminescence, 6 h. activation, % at 18.7 µM. 350,000 compounds, 0.16% hits. AID 588436; in the data active = activation mostly above about 9.7%, no sharp cut-off; inconclusive = no clear call, values can overlap the other calls; inactive = mostly below about 3.7%; also: not every result past the cut was called active; inactives centre near 0; reference of the scale not given here
# Anthrax LF prot = blocks Bacillus anthracis lethal factor protease. P15917. multiplex microsphere protease cleavage assay, LF. inhibition, % at 10 µM. 360,000 compounds, 0.12% hits; also: plate controls were buffer without enzyme for full effect and enzyme alone for no effect
# Target sequence (P15917 whole entry, looked up): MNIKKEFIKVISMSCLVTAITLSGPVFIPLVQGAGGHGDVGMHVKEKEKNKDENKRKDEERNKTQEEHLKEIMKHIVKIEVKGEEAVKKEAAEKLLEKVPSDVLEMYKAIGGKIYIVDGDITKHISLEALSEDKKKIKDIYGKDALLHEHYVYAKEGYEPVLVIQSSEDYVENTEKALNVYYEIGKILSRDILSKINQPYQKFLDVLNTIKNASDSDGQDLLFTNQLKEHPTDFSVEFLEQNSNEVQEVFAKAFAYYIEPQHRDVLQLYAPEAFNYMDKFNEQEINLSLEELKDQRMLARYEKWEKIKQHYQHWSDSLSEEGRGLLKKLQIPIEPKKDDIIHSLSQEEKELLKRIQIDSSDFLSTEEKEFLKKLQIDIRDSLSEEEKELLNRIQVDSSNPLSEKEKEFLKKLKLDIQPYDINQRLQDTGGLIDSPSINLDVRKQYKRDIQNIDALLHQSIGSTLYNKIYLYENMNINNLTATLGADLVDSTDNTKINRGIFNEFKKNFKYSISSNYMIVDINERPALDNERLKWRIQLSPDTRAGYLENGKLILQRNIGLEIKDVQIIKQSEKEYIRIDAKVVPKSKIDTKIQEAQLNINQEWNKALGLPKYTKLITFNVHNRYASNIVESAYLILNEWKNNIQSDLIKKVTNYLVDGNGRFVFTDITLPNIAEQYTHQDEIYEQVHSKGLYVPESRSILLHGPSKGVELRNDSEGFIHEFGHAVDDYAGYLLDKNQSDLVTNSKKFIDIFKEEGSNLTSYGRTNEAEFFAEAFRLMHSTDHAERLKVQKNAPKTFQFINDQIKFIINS
# * = called active by the depositor; i = inactive; ? = inconclusive; . = no result given; & = joins results of further samples. Rule as the data show it, unless noted: active = inhibition above about 30%; inconclusive = no clear call, values can overlap the other calls; inactive = below that. An excerpt; rates above refer to the full screens.
entry	SMILES	PfHsp40 rescue	BoNT-A LC inh2	SARS 3CLpro inh	TcdB GH inh	PrPC surface inh
1	CC(Sc1nnc(Cc2cccs2)n1C1CC1)C(=O)NC1CCS(=O)(=O)C1 (stereo not given)	-1.4	.	.	-11	5
2	O=C(Nc1ccccc1F)C1CCCN(S(=O)(=O)c2ccccc2)C1 (stereo not given)	0.9	-0.6	-2	0.7	14
3	N#Cc1c2n(c3c(=O)n(Cc4ccccc4)cnc13)CCCC2	0.0	-4.7	-5	0.8	3
4	O=[N+]([O-])c1ccccc1OC/C(=N\O)c1ccccc1	-0.4	-1.3	-2	0.4	-6
5	O=C(NC1CCCC1)C(c1ccccn1)N(C(=O)c1csnn1)c1ccccc1F (stereo not given)	-1.1	-1.7	3	1.3	-9
6	Cc1ccccc1C(O)(Cc1ccccc1)C1CN2CCC1CC2 (stereo not given)	0.2	-0.1	-1	.	-19
7	CCOc1ccc(S(=O)(=O)N2CCC(C(=O)NCc3ccccn3)CC2)cc1C	-0.7	3.0	-5	1.5	7
8	Cc1cccc(C)c1NC(=O)CNC(=O)c1c(-c2ccccc2)noc1C	-1.6	-1.8	.	0.7	-4
9	COc1ccc(OCCNC(=O)C(c2ccccc2)c2ccccc2)cc1	-0.5	-0.1	7	.	3
10	O=C(NCCCN1CCOCC1)c1sc2cc([N+](=O)[O-])ccc2c1Cl	-1.0	1.0	3	.	.
11	Cn1ncc2c(Nc3cc(Cl)cc(Cl)c3)ncnc21	0.5	2.4	7	-1.1	-6
12	CNS(=O)(=O)c1cc(C(=O)O)ccc1OC	0.4	-0.7	-3	0.7	5
13	CC(C)CCNC(=O)c1ccc2c(c1)ncn2C1CCCCC1	0.0	2.8	-5	.	8
14	O=C(COC(=O)c1ccccc1NC(=O)c1ccco1)NCc1ccc2c(c1)OCO2	0.5	-0.5	-4	.	-2
15	C=CCn1c(SCC(=O)N(CC)C2CCS(=O)(=O)C2)nnc1-c1ccccc1 (stereo not given)	0.3	0.1	.	1.5	-7

entry	Yp Topo-I inh	PriA SSB inh	Vc quorum ag	Anthrax LF prot
1	6	2	-0.6	.
2	9	-10	-0.3	-1
3	15	-1	-0.2	-2
4	4	.	0.5	12
5	-4	-17	-0.5	-4
6	2	-5	i	-2
7	5	-12	-0.3	-10
8	-1	-1	i	-6
9	18	-7	i	-2
10	-1	-9	-0.3	0
11	-13	-8&-10	-2.2	4
12	5	-7	-0.7	0
13	17	-31	-0.4	2
14	4	2	-0.5	-2
15	-4	-1	-2.6	-4

# (next part)
entry	SMILES	PfHsp40 rescue	BoNT-A LC inh2	SARS 3CLpro inh	TcdB GH inh	PrPC surface inh
16	Cc1ccc(C(=O)CN(C(=O)c2ccc(Cl)c(Cl)c2)N2C(=O)C3CCCCC3C2=O)cc1 (stereo not given)	-0.6	0.2	0	.	3
17	COC(=O)c1cccc(COC(=O)c2cccnc2SC)c1	2.5	0.0	1	.	0
18	O=C1NC2c3c(Cl)sc(Cl)c3C(=O)C2O1 (stereo not given)	1.0	0.1	.	1.6	-7
19	CN(C)/C=C/C(=O)C(F)(F)F	-0.7	-1.0	-2	2.1	2
20	Cc1cc(=O)n2nc(N3CCCC(C(=O)NCc4ccccc4Cl)C3)sc2n1 (stereo not given)	-0.8	0.4	-2	1.1	1
21	Cc1cccc(C(=O)O/N=C(\c2ccccc2)c2cccnc2)c1	4.8	-0.5	2	0.3	0
22	Nc1ccc(C(=O)N/N=C/c2cn(Cc3ccccc3F)c3ccccc23)cc1	0.7	0.6	-5	1.2	7
23	CSc1ccc(CCNC(=O)CN2C(=O)CCSc3ccccc32)cc1	0.2	-3.0	-2	-1.2	1
24	COc1ccc(OC)c(C(=O)CSc2nc3ccccc3n2CC(=O)NC(C)(C)C)c1	-0.2	0.4	0	.	0
25	CCCc1cc(=O)[nH]c(SCC(=O)Nc2ccc(C)cc2)n1	0.2	0.0	-1	-1.2	-2
26	O=C(CNS(=O)(=O)c1ccc2ccccc2c1)OCC(=O)c1ccc(Br)s1	0.3	4.6	-3	.	3
27	CCCN(CC(=O)Nc1ccccc1C)C(=O)C1CC(=O)N(c2ccc(C)cc2)C1 (stereo not given)	0.3	0.7	.	-1.5	2
28	COc1cccc2c1C(=O)c1c(O)c3c(c(O)c1C2=O)C[C@@](O)(C(=O)CO)C[C@@H]3O[C@H]1C[C@H](N)[C@@H](O)[C@H](C)O1	11	1.1	.	.	.
29	O=C(CCc1nc2ccccc2s1)c1ccccc1	-1.0	0.1	1	.	-2
30	Cc1nnc(SCCN2C(=O)c3ccccc3C2=O)[nH]c1=O	1.4	0.6	-6	.	-3

entry	Yp Topo-I inh	PriA SSB inh	Vc quorum ag	Anthrax LF prot
16	-3	-1	-0.4	-2
17	23	-68	i	-1
18	-3	-11	.	-2
19	14	-11	-0.2	6
20	-1	2	-0.4	-2
21	6	.	i	-4
22	-15	.	i	0
23	9	9	-13	-11
24	-2	-18	i	0
25	0	-1	-0.4	-10
26	43	4	-0.2	-2
27	1	8	-2.6	-2
28	-11	46*	-2.8	-108
29	15	-12	-0.2	0
30	-2	-1	i	1

# Compound profiles (already shown). Values in the order: PfHsp40 rescue, BoNT-A LC inh2, SARS 3CLpro inh, TcdB GH inh, PrPC surface inh, Yp Topo-I inh, PriA SSB inh, Vc quorum ag, Anthrax LF prot
# `COc1ccc(OC)c(C(=O)CSc2nc3ccccc3n2CC(=O)NC(C)(C)C)c1` as listed: -0.2, 0.4, 0, ., 0, -2, -18, i, 0
# `O=C(CCc1nc2ccccc2s1)c1ccccc1` as listed: -1.0, 0.1, 1, ., -2, 15, -12, -0.2, 0
# `O=C1NC2c3c(Cl)sc(Cl)c3C(=O)C2O1` (stereo not given) as listed: 1.0, 0.1, ., 1.6, -7, -3, -11, ., -2
# `COc1cccc2c1C(=O)c1c(O)c3c(c(O)c1C2=O)C[C@@](O)(C(=O)CO)C[C@@H]3O[C@H]1C[C@H](N)[C@@H](O)[C@H](C)O1` as listed: 11, 1.1, ., ., ., -11, 46*, -2.8, -108
# `CN(C)/C=C/C(=O)C(F)(F)F` as listed: -0.7, -1.0, -2, 2.1, 2, 14, -11, -0.2, 6

# Next entries:
entry	SMILES	PfHsp40 rescue	BoNT-A LC inh2	SARS 3CLpro inh	TcdB GH inh	PrPC surface inh
31	CC1(C)CC(=O)C(CCC(=O)c2ccccc2)C(C)(C)N1 (stereo not given)	-1.0	?	-2	.	2
32	COc1ccc(NC(=S)N2CCC(C(O)(c3ccccc3)c3ccccc3)CC2)cc1	1.7	-0.5	-3	.	-4
33	CCCN1C(=O)N(c2cccc(C)c2)C(C)(O)CC1(C)C (stereo not given)	.	2.2	6	0.2	11
34	CCc1ccc(NS(=O)(=O)c2ccc(OC)c(C)c2)cc1	13	0.9	7	.	-1
35	O=C1C=C(c2cccc(CO)c2)C[C@@H](c2ccc(Cl)cc2)C1	1.0	-0.6	.	0.6	-8
36	C=CCn1c(C)c(C(C)=O)c(N2CCOCC2)nc1=S	0.1	-2.5	-3	.	-2
37	COc1ccc(NC(=S)NNC(=O)c2cccnc2)cc1OC	0.1	0.7	0	-2.0	7
38	COc1ccc(C(=O)N/C(=C/c2cccnc2)C(=O)NCc2ccco2)cc1OC	-1.4	-0.7	-1	1.1	-4
39	O=C(COC(=O)c1cccc(C(F)(F)F)c1)NC(=O)NC1CCCC1	0.5	-0.5	.	-4.0	2
40	CSc1cccc(NC(=S)NC(=O)CCc2ccccc2)c1	14	2.5	1	2.1	6
41	COCCNC(=O)C(=O)NNC(=O)CCc1ccccc1	-0.4	-0.9	2	-0.8	-5
42	CC(C)NC(C(=O)Nc1cc(Cl)cc(Cl)c1)c1ccccc1 (stereo not given)	-0.1	0.3	4	.	5
43	Cc1ccc(S(=O)(=O)N2CCN(C(=O)COC(=O)/C=C/c3ccc(Cl)cc3)CC2)c(C)c1	1.6	-0.1	.	0.5	4
44	O=P(Oc1ccccc1)(Oc1ccccc1)N1CCN(c2ccc(F)cc2)CC1	-1.0	0.0	5	0.4	-4
45	COc1cccc(CN(CC(=O)NC2CCCC2)C(=O)Cn2nnc(-c3cccs3)n2)c1	-0.2	0.9	-1	.	1

entry	Yp Topo-I inh	PriA SSB inh	Vc quorum ag	Anthrax LF prot
31	-7	-7	i	-13
32	-4	10	-0.2	2
33	4	5	-0.5	7
34	23	-19	i	-4
35	22	-9	i	7
36	-4	-1	i	-2
37	-1	-9	-0.5	-1
38	-4	-12	-0.4	-17
39	12	3	-0.9	-2
40	13	-20	-0.9	-2
41	-1	-5	i	-2
42	-8	-23	i	-5
43	13	-3	-1.1	0
44	0	-5	0.1	-8
45	16	-15	2.9	-4

# The results go on:
entry	SMILES	PfHsp40 rescue	BoNT-A LC inh2	SARS 3CLpro inh	TcdB GH inh	PrPC surface inh
46	Cc1[nH]ccc(=O)c1OCc1c(F)cccc1Cl	-1.3	-0.1	5	-0.9	5
47	C=CCn1c(COc2ccc(F)cc2)nnc1SC(C)C(=O)NCC1CCCO1 (stereo not given)	0.7	0.0	.	-1.2	5
48	CN1CCN(C2=C(Cl)C(=O)N(Cc3ccccc3)C2=O)CC1	0.2	1.8	-1	.	-11
49	CCCCCOC(=O)Cn1c(N2CCCCCC2)nc2c1c(=O)[nH]c(=O)n2C	0.2	0.2	-1	.	0
50	CCN(CC)c1ccc(/C=N/N2CCN(Cc3ccccc3Cl)CC2)c(O)c1	1.7	-0.4	-1	-0.4	5
51	COc1ccc(-c2csc(NC(=O)CCN3C(=O)C4CC=CCC4C3=O)n2)cc1OC (stereo not given)	0.8	5.0	.	0.7	-3
52	Cc1ccc(-n2ncc3c(N4CCN(c5ccc(F)cc5)CC4)ncnc32)c(C)c1	0.0	1.4	1	.	1

entry	Yp Topo-I inh	PriA SSB inh	Vc quorum ag	Anthrax LF prot
46	-5	-14	-0.5	0
47	8	-5	i	1
48	4	-3	-0.3	2
49	36	2&-11	-0.8	0
50	3	.	-0.4	-1
51	12	13	i	-2
52	7	11	i	0

# In the list so far, these have a furan ring, fused or not:
entry	SMILES	PfHsp40 rescue	BoNT-A LC inh2	SARS 3CLpro inh	TcdB GH inh	PrPC surface inh
14	O=C(COC(=O)c1ccccc1NC(=O)c1ccco1)NCc1ccc2c(c1)OCO2	0.5	-0.5	-4	.	-2
38	COc1ccc(C(=O)N/C(=C/c2cccnc2)C(=O)NCc2ccco2)cc1OC	-1.4	-0.7	-1	1.1	-4

entry	Yp Topo-I inh	PriA SSB inh	Vc quorum ag	Anthrax LF prot
14	4	2	-0.5	-2
38	-4	-12	-0.4	-17
